Compound activity from PubChem.
IDH1 R132H inh – human IDH1 R132H inhibition; O75874; IDH1-R132H enzyme, NADPH consumption, diaphorase/resazurin fluorescence; Potency, µM (highest dose often 76.6 µM), without a hit: at the top dose activity change, negative = inhibition, actives largely listed as inhibitors; 390,000 tested, 0.093% active; AID 602179; note: % is set by controls: 0 for no effect and ±100 for the full control effect; nearly all actives have a fitted effect of over 65% in size
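IDH1-R132H (0.5 ug/mL dispensed) in pH 7.5 Tris buffer was preincubated 30 min with compound, then given a substrate mix of 0.016 mM NADPH and 2 mM alpha-KG for 80 min at room temperature; remaining NADPH was read by diaphorase/resazurin fluorescence.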
TrxR1 substrate – substrates of rat thioredoxin reductase 1; 390,000 tested, 0.01% active; O89049; purified TrxR1 substrate turnover, NADPH consumption readout; Potency, µM (doses to about 114 µM), without a hit: at the highest dose activity change, negative = substrate turnover; note: % is set by controls: 0 for no effect and ±100 for the full control effect; nearly all actives have a fitted effect of over 50% in size
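Rat TrxR1, dispensed at 90 nM, was prereduced with 400 uM NADPH (final) for 5 min at ~22 deg C, then incubated with compound 15 min before 400 uM selenite. A first-read NADPH fluorescence drop versus no-compound background flagged substrates.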
USP1-UAF1 inh – USP1/UAF1 (human) deubiquitinase inhibition; 390,000 tested, 0.23% active; O94782; recombinant USP1/UAF1, Ub-Rhodamine cleavage fluorescence; Potency, µM (top dose mostly 57.1 µM), for inactives: at the highest dose activity change, negative = inhibition, most hits filed as inhibitors; note: % is set by controls: 0 for no effect and ±100 for the full control effect; nearly all actives have a fitted effect of over 60% in size; inactives centre near -12
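In this screen, compounds sit with the deubiquitinase complex (1nM) for 15 min at room temperature before Ub-Rho is added at 150nM final. Fluorescence rise is then followed for 6 reads every 60 seconds.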
TrxR1 inh – inhibitors of rat thioredoxin reductase 1. 390,000 tested, 1% active. AID 588453. Potency, µM (titrated, usually from 114 µM), inactives show top-dose activity change, negative = inhibition, actives largely listed as inhibitors. recombinant rTrxR1, NADPH fluorescence consumption, selenite substrate. O89049; note: % is set by controls: 0 for no effect and ±100 for the full control effect; nearly all actives have a fitted effect of over 65% in size
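Rat TrxR1 (90 nM in the dispensed reagent) was pre-reduced with 400 uM NADPH for 5 min at room temperature, then incubated with compound for 15 min. After 400 uM selenite was added, NADPH fluorescence (Ex 340/Em 450 nm) was followed for 8 min.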
12-LOX inh – ALOX12 (human) lipoxygenase inhibition; 580,000 tested, 1.1% active; purified 12hLO, xylenol orange hydroperoxide absorbance; Potency, µM (highest dose often 108 µM), without a hit: at the top dose activity change, negative = inhibition, actives largely listed as inhibitors; AID 1671190; note: % is set by controls: 0 for no effect and ±100 for the full control effect
Target sequence (P18054 whole entry, looked up): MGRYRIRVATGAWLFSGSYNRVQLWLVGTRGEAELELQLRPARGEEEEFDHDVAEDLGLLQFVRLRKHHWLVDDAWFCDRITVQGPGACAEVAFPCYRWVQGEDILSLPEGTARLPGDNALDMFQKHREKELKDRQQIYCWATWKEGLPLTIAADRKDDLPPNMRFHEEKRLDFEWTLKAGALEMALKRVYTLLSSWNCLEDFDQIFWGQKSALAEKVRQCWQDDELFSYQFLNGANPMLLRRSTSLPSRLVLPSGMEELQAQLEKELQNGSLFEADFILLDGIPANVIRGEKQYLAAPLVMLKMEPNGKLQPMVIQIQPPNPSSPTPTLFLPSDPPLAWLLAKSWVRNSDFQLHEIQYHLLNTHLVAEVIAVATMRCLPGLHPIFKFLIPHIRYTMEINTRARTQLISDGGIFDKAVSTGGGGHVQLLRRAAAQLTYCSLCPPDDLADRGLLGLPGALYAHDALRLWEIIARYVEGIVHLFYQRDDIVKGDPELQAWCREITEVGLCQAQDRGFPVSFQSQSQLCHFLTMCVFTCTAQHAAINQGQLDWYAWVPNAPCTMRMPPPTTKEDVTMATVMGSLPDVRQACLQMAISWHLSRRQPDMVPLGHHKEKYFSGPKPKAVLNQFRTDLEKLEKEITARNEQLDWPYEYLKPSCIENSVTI
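Hydroperoxide product was detected by ferrous iron/xylenol orange as the 573 to 405 nm absorbance ratio. Arachidonic acid at 40 uM (final) was turned over for 30 min at room temperature by 150 nM human 12hLO, pH 7.0 Hepes buffer, after 15 min compound preincubation.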
RXFP1 ag – agonists of human relaxin receptor RXFP1; Q9HBX9; HEK293T-RXFP1 cAMP TR-FRET, 30 min; response scale: percent of porcine relaxin response, buffer zero; Potency, µM (series often up to 57.5 µM), for inactives: at the top dose activation, most hits filed as activators; 370,000 tested, 0.3% active; note: % is set by controls: 0 for no effect and ±100 for the full control effect; nearly all actives have a fitted effect of over 60% in size; many of its hits are not listed in these tables
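HEK293T cells stably expressing RXFP1 were pretreated with the PDE4 inhibitor Ro 20174, exposed to compounds for 30 min at 37C, lysed, and cAMP was read by TR-FRET. Data normalized to buffer (basal) and 29 nM porcine relaxin (100%).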
Vif-APOBEC3G blk – inhibitors of Vif-APOBEC3G interaction; HeLa A3G-eYFP + Vif (tagged APOBEC3G with the HIV-1 protein that degrades it), YFP fluorescence, overnight; Q9HC16; 410,000 tested, 0.076% active; Potency, µM (top dose mostly 46.1 µM), for inactives: at the highest dose activity, negative = active, actives largely listed as inhibitors;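 note: % is set by controls: 0 for no effect and ±100 for the full control effect; nearly all actives have a fitted effect of over 60% in size; hits raise eYFP signal because A3G escapes Vif-driven loss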
Target sequence (Q9HC16 whole entry, looked up): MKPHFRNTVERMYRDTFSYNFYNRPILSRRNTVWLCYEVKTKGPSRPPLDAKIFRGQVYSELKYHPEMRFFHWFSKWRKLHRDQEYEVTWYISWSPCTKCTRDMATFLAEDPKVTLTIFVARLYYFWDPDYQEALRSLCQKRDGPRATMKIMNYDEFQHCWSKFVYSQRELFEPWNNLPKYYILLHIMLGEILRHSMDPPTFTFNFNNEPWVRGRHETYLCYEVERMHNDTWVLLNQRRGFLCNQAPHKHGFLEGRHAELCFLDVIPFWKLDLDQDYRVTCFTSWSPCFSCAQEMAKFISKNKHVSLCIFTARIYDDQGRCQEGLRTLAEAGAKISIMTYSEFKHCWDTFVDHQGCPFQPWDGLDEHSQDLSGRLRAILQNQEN
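HeLa cells stably expressing Vif and C-terminally eYFP-tagged A3G, seeded overnight at 37 deg C, then exposed to compound by pintool overnight at 37 deg C. Rise in yellow fluorescence (Ex 488/Em 500-530, Acumen) marks blocked Vif-driven A3G degradation.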
RGS4 inhibitor – blocks human RGS4-accelerated GTP hydrolysis | P49798 | Transcreener GDP fluorescence polarization, RGS4-accelerated GTP hydrolysis | Potency, µM (series often up to 114 µM), without a hit: at the top dose activity change, negative = inhibition, hits mostly inhibitors | 390,000 tested, 0.039% active; note: % is set by controls: 0 for no effect and ±100 for the full control effect; nearly all actives have a fitted effect of over 75% in size; some results filed as inactive show a strong effect at the top dose
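MLSMR compounds (23 nl, pin-transferred) preincubated 10 min at room temperature with a 500nM (2x) first reagent, then RGS4 at 900nM (2x) plus Transcreener GDP mix added; fluorescence polarization (620/688 nm) read before and after 90 min at 30 °C.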
Vif-APOBEC3F blk – Vif-A3F binding inhibition. HeLa A3F-eYFP + Vif (tagged APOBEC3F with the HIV-1 protein that degrades it), YFP fluorescence increase. 390,000 tested, 0.2% active. AID 602313. Potency, µM (doses to about 46.1 µM), without a hit: at the highest dose activity, negative = active; note: % of control where 0% means no effect; nearly all actives have a fitted effect of over 65% in size
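HeLa cells stably expressing A3F-eYFP plus Vif, plated and incubated overnight at 37 deg C, then exposed to compounds overnight at 37 deg C. Blocked degradation read as raised yellow fluorescence (Ex 488/Em 500-530).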
An asterisk follows results filed as active; ? = inconclusive; · = no result given; & = joins results of further samples; [ ] = remark or other dose. Calls come from the whole dose curve; as a rule, active = well fitted curve in the direction sought with a large enough effect; inconclusive = small, poorly fitted or top-dose-only effect, or another doubt; inactive = no such curve, though single readings can be large; an effect the other way counts as inactive or inconclusive. Potency is the fitted concentration of half-maximal effect. Only part of the results is shown; the hit share may differ from the screen's.

entry	compound	IDH1 R132H inh	TrxR1 substrate	USP1-UAF1 inh	TrxR1 inh	12-LOX inh	RXFP1 ag	Vif-APOBEC3G blk	RGS4 inhibitor	Vif-APOBEC3F blk
1	CCO[C@@H]1OC(C(=O)N2CCN(Cc3ccc4c(c3)OCO4)CC2)=C[C@H](c2ccc3c(c2)OCO3)[C@H]1CCCO	2%	-5%	-13%	2%	?	-1.2%	1%	-2%	0%
2	CCn1c(SCC(=O)Nc2cc(C)on2)nc2c(c1=O)SCC2	-5%	-1%	-11%	4%	0%	1.8%	-3%	20%	-10%
3	O=C(Cn1nc(Cc2ccncc2)c2ccccc2c1=O)Nc1cccnc1Cl	7%	7%	-21%	14%	7%	2.7%	4%	1%	-2%
4	N/C(=N\OC(=O)Cc1ccc(-c2ccccc2)cc1)c1cccc([N+](=O)[O-])c1	0%	6%[57.1 µM]	-15%	18%[57.1 µM]	-6%	-0.9%	-1%	10%	-4%
5	CC(c1ccon1)N(C)Cc1cn[nH]c1-c1ccc(F)cc1F (stereo not given)	10%	3%	-5%	19%	0%	-0.7%	1%	12%	-12%
6	Cc1ccc(-c2nc3scc(CCNC(=O)Cc4ccc(Cl)cc4)n3n2)cc1	2%	7%[57.1 µM]	-11%	24%[57.1 µM]	-28%	1.3%	0%	-13%	4%
7	COc1ccc(NC(=O)C2C3CCC(C3)C2C(=O)O)cc1OC (stereo not given)	6%	6%[11.4 µM]	-13%	6%[0.457 µM]	?	2.5%	-2%	?	2%
8	O=C(CCCCO)CCCCCCCC[C@H]1N[C@H](CO)[C@H](O)[C@@H]1O[C@@H]1O[C@H](CO)[C@@H](O)[C@H](O)[C@H]1O	-1%	1%	-14%	4%	4%	3.2%	5%	12%	-1%
9	CC1C(=O)c2ccccc2CC1C(=O)O (stereo not given)	-4%	0%	-28%	15%	-2%	·	1%	-3%	-32%
10	O=C(NCC1CCCO1)c1cc(-c2ccncc2)nc2ccc(S(=O)(=O)N3CCOCC3)cc12 (stereo not given)	10%	-5%	-20%	-5%	50%[activator]	0.0%	2%	-1%	1%
11	CCN(C(=O)CSc1nnc(-c2ccncc2)n1-c1ccccc1)C1CCS(=O)(=O)C1 (stereo not given)	-4%	7%[57.1 µM]	-15%	2%[57.1 µM]	10%	-0.1%	2%	-6%	5%
12	COc1cc(OC)c(NC(=O)c2csc(C)c2)cc1Cl	17%	-2%	-27%	18%	0%	-1.7%	-11%	19%	2%
13	CCOc1ccccc1OCCC(=O)N1CCN(S(=O)(=O)c2ccccc2[N+](=O)[O-])CC1	-3%	-1%	-17%	22%	-11%	1.4%	-18%	2%	-9%
14	O=C(OCC(=O)N(C1CCCCC1)C1CCCCC1)c1ccco1	12%	-5%[57.1 µM]	-18%	-7%[57.1 µM]	4%	2.0%	0%	-15%	2%
15	O=C(O)C1C2C=CC(O2)C1C(=O)NCc1ccc(Cl)cc1 (stereo not given)	-5%	4%[57.1 µM]	-3%	-8%[57.1 µM]	-16%	1.1%	0%	0%[11.4 µM]	-2%
16	O=C1CS/C(=N/N=C2CCCC2)N1	-5%	9%[57.1 µM]	-5%	13%[57.1 µM]	-1%	-2.7%	2%	4%	-12%
17	CCCCCCC1CCC(C(=O)NC(C(=O)O)C(C)C)CC1 (stereo not given)	-10%	-4%	-7%	17%[2.29 µM]	-22%	-0.2%	2%	30%	-2%
18	O=c1cc(CN2CCN(Cc3ccc(F)cc3)C(CCO)C2)[nH]c2ccccc12 (stereo not given)	-3%	-6%	-10%	-25%	35µM*	0.2%	-1%	-32%	0%
19	COc1ccc(CN2C(=O)CS/C2=N/N=C/c2cccs2)cc1	6%	-8%	1%	-1%[11.4 µM]	78%[activator]	0.0%	2%	-5%	10%
20	CCC(=O)Nc1nc2ccc(NC(=O)c3cc(OC)c(OC)c(OC)c3)cc2s1	0%	-11%	-24%	14%[57.1 µM]	1%	2.2%	?	14%	-3%

Profiles as entered above:
Profile of `O=c1cc(CN2CCN(Cc3ccc(F)cc3)C(CCO)C2)[nH]c2ccccc12` (stereo not given) = IDH1 R132H inh = -3%; TrxR1 substrate = -6%; USP1-UAF1 inh = -10%; TrxR1 inh = -25%; 12-LOX inh = 35µM*; RXFP1 ag = 0.2%; Vif-APOBEC3G blk = -1%; RGS4 inhibitor = -32%; Vif-APOBEC3F blk = 0%
Profile of `CCC(=O)Nc1nc2ccc(NC(=O)c3cc(OC)c(OC)c(OC)c3)cc2s1` = IDH1 R132H inh = 0%; TrxR1 substrate = -11%; USP1-UAF1 inh = -24%; TrxR1 inh = 14%[57.1 µM]; 12-LOX inh = 1%; RXFP1 ag = 2.2%; Vif-APOBEC3G blk = ?; RGS4 inhibitor = 14%; Vif-APOBEC3F blk = -3%

(listing goes on)
entry	compound	IDH1 R132H inh	TrxR1 substrate	USP1-UAF1 inh	TrxR1 inh	12-LOX inh	RXFP1 ag	Vif-APOBEC3G blk	RGS4 inhibitor	Vif-APOBEC3F blk
21	CCOc1ccccc1NC(=O)CCCn1cc([N+](=O)[O-])cn1	0%	4%	-25%	13%	-13%	-1.5%	1%	-37%	10%
22	CC1=C(C(=O)N(C)C)CC(CC(=O)NCc2cccc3ccccc23)C(=O)N1CCC1=CCCCC1 (stereo not given)	4%	·	-32%	·	8%	·	-3%	·	-4%
23	CCN(CC)c1ccc(NC(=O)c2ccc(Br)o2)cc1	9%	-11%	-18%	-14%	13%	0.7%	-5%	0%	-2%
24	Cc1ccccc1OCCn1cnc2cc([N+](=O)[O-])ccc2c1=O	9%	-15%[57.1 µM]	-24%	13%[57.1 µM]	-6%	1.6%	7%	-28%	?
25	CCC(SC1=NCCS1)C(=O)Nc1ccc(S(N)(=O)=O)cc1 (stereo not given)	5%	-7%	-3%	28%	1%	-0.7%	-1%	3%	3%
26	CCOC(=O)CN(C)C(=O)C1CCCN1C(=O)OC(C)(C)C (stereo not given)	-1%[38.3 µM]	4%&9%	-20%	23%&5%	-11%	·	-5%&-4%	-8%&-4%	0%
27	COC(c1ccccc1)c1nnc(CCC(=O)N2CCN(CCOc3ccccc3)CC2)o1 (stereo not given)	10%	3%[57.1 µM]	-8%	5%[57.1 µM]	-4%	2.2%	5%	-36%	3%
28	Cc1cc(N2CCCCC2)nc2ccc(NC(=O)CCC(=O)NCCC(C)C)cc12	1%	75%[activator]	-23%	22%	-28%	0.0%	0%	-28%	5%
29	O=C(CN1C(=O)CCSc2ccc(S(=O)(=O)N3CCCC3)cc21)NCc1ccccc1Cl	-10%	2%[57.1 µM]	-21%	19%[57.1 µM]	-13%	0.7%	-3%	-1%[56.9 µM]	3%
30	CCc1ccc(NC(=O)Cn2cnc3nc4c(cc3c2=O)CCCC4)cc1	-18%	5%[57.1 µM]	?	14%[57.1 µM]	-8%	3.5%	1%	15%	3%
31	Cc1cc(C)cc(NC(=O)CCn2c(=S)[nH]c3ccccc3c2=O)c1	-15%	2%	-17%	31%	-6%	0.1%	-1%	12%	-2%
32	COc1ccc(S(=O)(=O)N(CC(=O)Nc2ccccc2Br)Cc2ccccc2)cc1	4%	-2%	-12%	8%	-5%	2.8%	-1%	12%	4%
33	c1csc(-c2nnc(N3CCOCC3)c3ccccc23)c1	13%	2%	-5%	-1%[57.1 µM]	7%	-0.7%	-4%	7%	2%
34	O=C(CCn1cnnn1)Nc1cc(C(F)(F)F)cc(C(F)(F)F)c1	6%	-10%	-29%	-9%	-9%	-2.0%	?	-13%	-1%
35	CCOC(=O)C1CCCN(C(=O)c2cccc(NC(=O)C(CC)CC)c2)C1 (stereo not given)	10%	-9%	-10%	24%[57.1 µM]	-5%	-0.6%	1%	25%	13%
36	CC1Cc2ccccc2N1C(=O)C1CCCCN1S(=O)(=O)c1ccccc1 (stereo not given)	2%	-2%	-9%	5%	-23%	1.0%	0%	-8%	1%
37	O=C(Nc1cccc(F)c1F)C1CCN(c2ncccn2)CC1	0%	12%	-26%	22%	-14%	-1.7%	1%	-27%	-9%

Entries above with two or more sulfur atoms (5):
entry	compound	IDH1 R132H inh	TrxR1 substrate	USP1-UAF1 inh	TrxR1 inh	12-LOX inh	RXFP1 ag	Vif-APOBEC3G blk	RGS4 inhibitor	Vif-APOBEC3F blk
2	CCn1c(SCC(=O)Nc2cc(C)on2)nc2c(c1=O)SCC2	-5%	-1%	-11%	4%	0%	1.8%	-3%	20%	-10%
11	CCN(C(=O)CSc1nnc(-c2ccncc2)n1-c1ccccc1)C1CCS(=O)(=O)C1 (stereo not given)	-4%	7%[57.1 µM]	-15%	2%[57.1 µM]	10%	-0.1%	2%	-6%	5%
19	COc1ccc(CN2C(=O)CS/C2=N/N=C/c2cccs2)cc1	6%	-8%	1%	-1%[11.4 µM]	78%[activator]	0.0%	2%	-5%	10%
25	CCC(SC1=NCCS1)C(=O)Nc1ccc(S(N)(=O)=O)cc1 (stereo not given)	5%	-7%	-3%	28%	1%	-0.7%	-1%	3%	3%
29	O=C(CN1C(=O)CCSc2ccc(S(=O)(=O)N3CCCC3)cc21)NCc1ccccc1Cl	-10%	2%[57.1 µM]	-21%	19%[57.1 µM]	-13%	0.7%	-3%	-1%[56.9 µM]	3%
